# Assay outcomes deposited in PubChem BioAssay by National Center for Advancing Translational Sciences (NCATS).
# TGFb inhibitor = qHTS for Inhibitors of TGF-b | HepG2 CAGA-GFP TGF-b/SMAD3 reporter, GFP fluorescence, 18 h; TGF-beta stimulated, 500 pg/mL final | Potency, µM (series often up to 46.1 µM), for the others: at the highest dose activity, negative = inhibition, hits mostly inhibitors | 410,000 tested, 1.2% active; note: potency is the fitted concentration of half-maximal effect; % is set by controls: 0 for no effect and ±100 for the full control effect; nearly all actives have a fitted effect of over 65% in size
#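 Smad-responsive CAGA-GFP expression was quantified in HEPG2 cells exposed to compounds and 500 pg/mL final TGF-beta for 18 h at 37 degrees C; unstimulated wells defined full inhibition.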
# HepG2 viability = qHTS for Inhibitors of TGF-b: Cytotox Counterscreen | HepG2 CAGA-GFP viability, ATP luminescence, 18 h | 410,000 tested, 0.76% active | Potency, µM (series often up to 46.1 µM), inactives show top-dose activity change, negative = cytotoxicity, hits mostly cytotoxic; note: potency is the fitted concentration of half-maximal effect; some results filed as inactive show a strong effect at the top dose
#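 CellTiter-Glo luminescence gave cytotoxicity after 18 hours at 37 degrees C. The cells were HepG2 CAGA-GFP in 1% FBS DMEM, stimulated with 500 pg/mL TGF-beta after compound addition. %Activity was normalised to no-cell wells (complete cell-killing) and DMSO (no toxicity), and curves were fitted and classified.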
# IL-1B inflam inh = qHTS for Inhibitors of Inflammasome Signaling: IL-1-beta AlphaLISA Primary Screen. AID 743279, 2014. THP-1 LPS/ATP IL-1B secretion, AlphaLISA, 16 h; active compounds read low. 360,000 tested, 4.7% active. activity change, % at 57.5 µM; in the data active = activity change below about -50%; inconclusive = mostly about -30% to -49%; note: % is set by controls: 0 for no effect and ±100 for the full control effect
#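 THP-1 cells pretreated 1 hr with compounds (up to 57.5 uM final), then stimulated with LPS (250 ng/mL final) plus ATP (1.25 mM final); secreted IL-1B measured by AlphaLISA after 16 hr, decreased signal indicating inhibition.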
# Nrf2 activator = qHTS of Nrf2 Activators; AREc32 ARE-luciferase reporter (MCF7-derived line), luminescence, 24 h; Potency, µM (top dose mostly 46.1 µM), without a hit: at the top dose activation, usual class: activators; 410,000 tested, 0.31% active; AID 624171, 2012; note: potency is the fitted concentration of half-maximal effect; % of control where 0% means no effect; nearly all actives have a fitted effect of over 65% in size
#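 AREc32_Fluc, 1000 cells/well, OPTI-MEM + 5% FBS, o/n 37 deg C 5% CO2; 23 nL cpd by pin tool, 24 hr; Steady-Glo 30 min RT, luminescence.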
# A549 viability = Nrf2 qHTS screen for inhibitors: counterscreen for cytotoxicity; A549 ARE-Fluc cells, CellTiter-Fluor viability, 18-24 h; Potency, µM (series often up to 46 µM), for inactives: at the top dose activity change, negative = cytotoxicity, usual class: inhibitors; 390,000 tested, 0.16% active; AID 504648, 2011; note: potency is the fitted concentration of half-maximal effect; % is set by controls: 0 for no effect and ±100 for the full control effect
#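 Cytotoxicity counterscreen: CellTiter-Fluor fluorescence was measured in A549 ARE_Fluc cells after 18-24 h of compound exposure in a concentration series. The subsequent BugLite luminescent read reports ARE-luciferase activity.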
# MCF10A rereplic = A quantitative high throughput screen for small molecules that induce DNA re-replication in MCF 10a normal breast cells; MCF 10A DNA re-replication, Hoechst nuclear intensity, 48 h; Potency, µM (titrated, usually from 46.1 µM), for inactives: at the top dose activity, positive = re-replication, hits mostly activators; 350,000 tested, 2.9% active; AID 624296, 2012; note: potency is the fitted concentration of half-maximal effect; % of control where 0% means no effect; nearly all actives have a fitted effect of over 50% in size
# Nrf2 inh = Nrf2 qHTS screen for inhibitors | 360,000 tested, 2.1% active | A549 ARE-Fluc reporter, luciferase luminescence, 18-24 h | Potency, µM (highest dose often 46 µM), inactives show at the highest dose activity change, negative = inhibition, hits mostly inhibitors; note: potency is the fitted concentration of half-maximal effect; % is set by controls: 0 for no effect and ±100 for the full control effect; nearly all actives have a fitted effect of over 60% in size
#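 A549 ARE_Fluc cells (5000/well, 5% FBS OPTI-MEM) pre-incubated 2 h, then treated with compounds 18-24 h at 37C/5% CO2 in concentration-response. CellTiter-Fluor viability read first; BugLite luciferase luminescence after 15 min at room temperature gives Nrf2 activity.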
# S2 tox = Viability Counterscreen for Primary qHTS for Inhibitors of ATXN expression; S2 cells (HEK-293 line with an ATXN2-luciferase reporter) viability, CellTiter-Fluor protease fluorescence, 24 h; Potency, µM (top dose mostly 56.7 µM), actives largely listed as cytotoxic; 400,000 tested, 0.49% active; note: potency is the fitted concentration of half-maximal effect; nearly all actives have a fitted effect of over 40% in size
# ATXN2 expr inh = Primary qHTS for Inhibitors of ATXN expression. 360,000 tested, 0.72% active. AID 1745845, 2022. Potency, µM (highest dose often 57 µM), without a hit: top-dose activity change, negative = inhibition, actives largely listed as inhibitors. HEK-293 ATXN2-luciferase reporter, luminescence, 24 h; note: potency is the fitted concentration of half-maximal effect; % is set by controls: 0 for no effect and ±100 for the full control effect; nearly all actives have a fitted effect of over 55% in size
#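 ATXN2-luciferase reporter cells (luciferase flanked by upstream and downstream ATXN2 gene portions) were treated 24 h at 37 °C with compounds at up to 57 uM. SteadyGlo luminescence gave expression; GF-AFC fluorescence gave viability.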
# * hit, by the source's call; i = inactive; u = inconclusive; x = no result given; [ ] = dose if it differs, or a comment. Unless noted, calls come from the whole dose curve; as a rule, active = well fitted curve in the direction sought with a large enough effect; inconclusive = small, poorly fitted or top-dose-only effect, or another doubt; inactive = no such curve, though single readings can be large; an effect the other way counts as inactive or inconclusive.
SMILES,MCF10A rereplic,ATXN2 expr inh,IL-1B inflam inh,A549 viability,Nrf2 activator,HepG2 viability,Nrf2 inh,TGFb inhibitor,S2 tox
C[C@H](CO)N1C[C@H](C)[C@@H](CN(C)C(=O)Nc2ccc(C(F)(F)F)cc2)Oc2ccc(NS(=O)(=O)c3ccccc3)cc2C1=O,-6%,0%,-12,1%,1.9%,-16%,28%,6.3µM*,u
O=C(Nc1nnc(/C=C/c2ccccc2)s1)c1ccco1,u,x,29,13%,14%,-38%,11%,-24%,i
CCC12CN3CC(CC)(CN(C1)C3c1ccccc1Cl)C2O (stereo unspecified),5%,5%,21,1%,-0.8%,7%,7%,-8%,i
COc1ccc(-c2cc(C(=O)NCc3cn(C)nc3C)c3ccccc3n2)cc1OC,u,6%,-4,-1%,3.2%,-30%,6%,15%,i
Cc1ccc(C(=O)CSc2nc3cc(C(=O)NC4CCCC4)ccc3c(=O)n2CC2CCCO2)cc1 (stereo unspecified),x,7%,x,-2%,-0.1%,0%,u,-16%,i
CCCc1nc(-c2ccccc2)c(-c2ccc(OC)c(OC)c2)c(=O)[nH]1,2%,0%,-8,11%,0.3%,3%,u,-2%,i
CCOC(=O)C1CCN(C(=O)COc2ccc(Br)cc2Br)CC1,5%,-8%[11.3 µM],-66*,0%,-0.9%,-2%,-15%,0%,i
CCS(=O)(=O)N1CCCC(C(=O)NCCN(C)Cc2ccccc2)C1 (stereo unspecified),6%,3%,11,-3%,-0.5%,8%,11%,-16%,i
CCOC(=O)c1c(C)sc(-c2c(-c3cc(C)ccc3C)[nH]c3c2c(=O)[nH]c(=O)n3C)c1O,x,-11%,x,-3%,4.3%,-9%,-17%,-5%,i
CN(Cc1ccccc1)C(=O)c1ccc(NC(=O)Cc2cccc(NC(=O)C3CCN(C(=O)C4CCCCC4)CC3)c2)cc1,-8%,-16%,-7,1%,-0.5%,-4%,u,u,i
O=C(COc1ccc(Cl)cc1)N/N=C/c1cccc2cccnc12,u,25µM*,i,-8%,4.0%,6%,u,u,i
O=C(N[C@H]1CC1c1ccccc1)c1ccc([N+](=O)[O-])cc1 (stereo partly specified),-4%,23%,-5,-3%,5.3%,-38%,u,-10%,i
CC1(c2ccccc2)NC(=O)N(CC(=O)NCCN2C(=O)S/C(=C\c3cccnc3)C2=O)C1=O (stereo unspecified),-1%,42%[activator],-8,-1%,0.4%,-6%,1%,1%,i
CCC(C)[C@H](NC(=O)Nc1ccccc1F)C(=O)OC (stereo partly specified),-2%,11%,7,-8%,-0.2%,4%,1%,-3%,i
O=C(c1ccc(-c2cc(O)c3ncccc3c2)cc1)N1CCNCC1,8%,1%,x,-4%,5.7%,-38%,3%,-2%,i
CCOc1cc(C(=O)N/N=C/C2CC=CCC2)cc(OCC)c1OCC (stereo unspecified),u,-7%,14,1%,2.1%,-27%,u,u,i
CCOC(=O)CN(C(=O)CSc1nnc(-c2ccc(OC)c(OC)c2)o1)c1ccc(F)cc1,4%,-4%,-1,-17%,5.6%,-28%,u,2%,i
Cc1ccc(CN(C)C(=O)c2cccc(S(=O)(=O)N3CCN(Cc4ccccc4)CC3)c2)o1,6%,-17%,1,-12%,-0.3%,-40%,u,-16%,i
CCC(C)NCCOCCOc1ccc(Br)cc1 (stereo unspecified),-2%,-23%,u,16%,2.1%,-13%,4%,1%,i
CC1CN(C(=O)c2c([N+](=O)[O-])cnn2C)CC(C)O1 (stereo unspecified),5%,17%,-10,-17%,-0.6%,-18%,-9%,26%,i

# New compounds follow
SMILES,MCF10A rereplic,ATXN2 expr inh,IL-1B inflam inh,A549 viability,Nrf2 activator,HepG2 viability,Nrf2 inh,TGFb inhibitor,S2 tox
CCCc1c(C)nc(N2CCN(c3ccccc3OC)CC2)[nH]c1=O,-3%,-16%,7,-4%,0.3%,-38%,-6%,-21%,i
COc1ccc(C=NNC(=S)NC23CC4CC(CC(C4)C2)C3)cc1OC,9.2µM*,-23%,-8,-9%,5.7%,2%,u,0%,u
CC1(C(=O)NS(=O)(=O)c2cccc(C#N)c2)CCN1C(=O)C/C=C/c1ccccc1 (stereo unspecified),x,4%,-3,x,-0.3%,7%,x,10%,i
COc1cc2c(cc1OC)C(C(=O)NCC1COc3ccccc3O1)C(c1cccnc1)N(C)C2=O (stereo unspecified),-1%,1%,32,-6%,-0.2%,0%,8%,-4%,i
CC1CN(C(=O)c2cccc(Oc3ccccc3)c2)CC(C)O1 (stereo unspecified),0%,-9%,-7,12%,-0.5%,-28%,-14%,-20%,i
CCn1c(SCC(=O)N2CC(C)OC(C)C2)nc2c([nH]c3ccccc32)c1=O (stereo unspecified),11%,11%,-2,2%,2.3%,-11%,-28%,6%,i
O=C(CCC(=O)N1CCOc2ccccc21)NCc1ccccn1,0%,-6%,-9,4%,0.0%,-8%,7%,-1%,i
CC(/C=C1\SC(=O)N(CCCC(=O)O)C1=O)=C\c1ccccc1,u,1.3µM*,0,-1%,-2.6%,-7%,2.3µM*,u,i
O=C(Nc1cccc([N+](=O)[O-])c1)Nn1cnnc1,-32%[inhibitor],13%,-11,1%,15%,4%,-4%,-5%,i
CN(CCCn1ccc(N)nc1=O)Cc1ccco1,x,1%,9,x,-0.9%,-2%,x,9%,i
COc1ccc(N2CCN(C(CNC(=O)CC(C)C)c3ccc4c(c3)OCO4)CC2)cc1 (stereo unspecified),x,-9%,x,8%,0.3%,-17%,x,u,i
Cc1ccc(S(=O)(=O)c2cc3c(=O)n4ccccc4nc3n(CCc3ccccc3)c2=N)cc1,u,20%,6,-6%,0.1%,1%,u,3%,i
CC(C)(Oc1ccc(Cl)cc1)C(=O)NC1=NN(c2ccccc2)C(=O)C1,u,0%,-10,u,5.5%,-17%,u,u,i
CCc1ccc(-c2cc3c(=O)n(CC(=O)NCCCN4CCN(Cc5ccccc5)CC4)nc(C)n3n2)cc1,5%,x,7,1%,2.0%,-22%,3%,1%,i
CCC(C)N1C(=O)S/C(=C/c2ccc(Sc3nc4ccccc4[nH]3)o2)C1=O (stereo unspecified),8.2µM*,u,-96*,u,13%,-15%,0.73µM*,11µM*,i
Cc1cccn2c(=O)nc(SCC(=O)c3ccccc3)nc12,0%,47%[activator],-4,-4%,6.3%,-1%,9%,-8%,i
Clc1ccc(-n2nnnc2CN2CCOCC2)cc1,6%,x,25,-5%,0.0%,6%,-1%,-1%,x
COc1ccc(NC(=O)C(C)Sc2nnc(C3CC3)n2C2CC2)cc1 (stereo unspecified),-7%,-16%,-3,-8%,0.0%,2%,-7%,0%,i
Cc1cc(C)n(CCCNC(=O)c2ccco2)n1,-3%,7%,0,4%,-0.4%,9%,11%,6%,i
COc1ccc(/C=N/OCc2nc3c4c(ncn3n2)Oc2ccc3ccccc3c2C4c2ccccc2)cc1 (stereo unspecified),1%,3%,11,-6%,0.3%,-11%,4%,4%,i
CC1CCCN(C(=O)CNS(=O)(=O)c2cccs2)C1 (stereo unspecified),-12%,13%,-4,1%,0.3%,6%,28%,27%,i
COCCN(C(=O)COC(=O)CCOc1ccccc1C)c1c(N)n(Cc2ccccc2)c(=O)[nH]c1=O,2%,0%,7,0%,-0.2%,0%,-12%,7%,i
Oc1ccc(/C=N/Nc2ccnc3cc(Cl)ccc23)c(O)c1O,-23%,3%,11,-18%,-0.5%,-1%,-5%,0%,i

# 9 structures already listed, sorted by formula weight, low to high:
SMILES,MCF10A rereplic,ATXN2 expr inh,IL-1B inflam inh,A549 viability,Nrf2 activator,HepG2 viability,Nrf2 inh,TGFb inhibitor,S2 tox
Cc1cc(C)n(CCCNC(=O)c2ccco2)n1,-3%,7%,0,4%,-0.4%,9%,11%,6%,i
CN(CCCn1ccc(N)nc1=O)Cc1ccco1,x,1%,9,x,-0.9%,-2%,x,9%,i
CC1CCCN(C(=O)CNS(=O)(=O)c2cccs2)C1 (stereo unspecified),-12%,13%,-4,1%,0.3%,6%,28%,27%,i
Cc1cccn2c(=O)nc(SCC(=O)c3ccccc3)nc12,0%,47%[activator],-4,-4%,6.3%,-1%,9%,-8%,i
O=C(CCC(=O)N1CCOc2ccccc21)NCc1ccccn1,0%,-6%,-9,4%,0.0%,-8%,7%,-1%,i
CC(/C=C1\SC(=O)N(CCCC(=O)O)C1=O)=C\c1ccccc1,u,1.3µM*,0,-1%,-2.6%,-7%,2.3µM*,u,i
CCC(C)N1C(=O)S/C(=C/c2ccc(Sc3nc4ccccc4[nH]3)o2)C1=O (stereo unspecified),8.2µM*,u,-96*,u,13%,-15%,0.73µM*,11µM*,i
CCn1c(SCC(=O)N2CC(C)OC(C)C2)nc2c([nH]c3ccccc32)c1=O (stereo unspecified),11%,11%,-2,2%,2.3%,-11%,-28%,6%,i
COc1cc2c(cc1OC)C(C(=O)NCC1COc3ccccc3O1)C(c1cccnc1)N(C)C2=O (stereo unspecified),-1%,1%,32,-6%,-0.2%,0%,8%,-4%,i

# Outcome played no part in choosing rows, and some 8.8% of all compounds hit somewhere here.
